PP1 inh – blocks human PP1-alpha phosphatase, a PP5 counter-screen; P62136; purified PP1alpha, OMFP fluorescence; inhibition, % at 6.7 µM; 320,000 compounds, 0.9% hits;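 active = inhibition above the mean inhibition of all tested compounds plus 3 SD, computed separately for each screening campaign, cut at about 15% in these data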
Target sequence (P62136 whole entry, looked up): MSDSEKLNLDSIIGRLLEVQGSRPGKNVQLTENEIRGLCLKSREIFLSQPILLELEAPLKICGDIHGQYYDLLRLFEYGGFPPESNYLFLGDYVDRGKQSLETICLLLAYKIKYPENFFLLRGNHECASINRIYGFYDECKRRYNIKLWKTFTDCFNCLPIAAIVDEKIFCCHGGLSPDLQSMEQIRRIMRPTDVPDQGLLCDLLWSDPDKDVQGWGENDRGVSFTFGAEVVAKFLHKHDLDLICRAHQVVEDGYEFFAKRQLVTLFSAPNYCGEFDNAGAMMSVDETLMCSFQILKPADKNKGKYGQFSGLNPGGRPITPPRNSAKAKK
procasp3 activ – procaspase-3 (human) activation; recombinant procaspase-3 D3A, Ac-DEVD-pNA absorbance 405 nm; 330,000 compounds, 0.11% hits; activation, % at 8.5 µM; AID 463141;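 active = activation above the mean of all tested compounds plus 3 SD, cut at about 21% in these data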;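 also: 0% = DMSO alone and 100% = DMSO wells spiked with extra 5 µM PC-3 D3A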
Target sequence (P42574 whole entry D9A/D28A/D175A): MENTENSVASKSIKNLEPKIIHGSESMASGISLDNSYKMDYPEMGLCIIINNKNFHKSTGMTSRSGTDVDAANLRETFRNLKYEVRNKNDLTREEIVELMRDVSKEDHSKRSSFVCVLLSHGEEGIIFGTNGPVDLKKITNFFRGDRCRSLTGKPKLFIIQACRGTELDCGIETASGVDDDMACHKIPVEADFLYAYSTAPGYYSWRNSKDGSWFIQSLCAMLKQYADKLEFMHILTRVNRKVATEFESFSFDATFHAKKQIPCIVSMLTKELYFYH
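material = Procaspase-3 D3A mutant | probe or stimulus = Ac-DEVD-pNA | compound = single dose, 8.5 µM nominal compound, 0.8% DMSO | timing = 1 h preincubation, 2 h reaction | measured by = 405 nm absorbance of p-nitroaniline, reads at 0 and 120 min | benchmarks = DMSO-only low control, 5 µM PC-3 D3A high control | repeats = singlicate, each compound tested once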
procasp7 counter – counter-screen: procaspase-7 (human) activation; recombinant procaspase-7, Ac-DEVD-pNA absorbance 405 nm; D23A/D198A/D206A triple mutant, cannot self-cleave; scale: DMSO 0, 5 µM enzyme 100; activation, % at 8.5 µM; P55210; 330,000 compounds, 0.093% hits;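 active = percent activation above the screen-wide mean plus 3 SD, cut at about 25% in these data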
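Test system: Procaspase-7 triple mutant (PC-7 D3A). Also added: Ac-DEVD-pNA substrate, 400 µM as added. Schedule: 1 h enzyme–compound preincubation and 2 h substrate reaction, both 25 °C. Signal: p-Nitroaniline absorbance at 405 nm, read at 0 and 120 min. Control set: low DMSO alone, high DMSO plus 5 µM PC-7.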
PAFAH2 inh – inhibitors of human PAFAH2 | Q99487 | recombinant PAFAH2, FP-rhodamine activity probe, fluorescence polarization | inhibition, % at 3.39 µM | 340,000 compounds, 0.99% hits;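 active = inhibition above the mean over all tested compounds plus 3 SD, cut at about 30% in these data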;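 also: inhibitors block probe labeling of enzyme so polarization drops; 0% = enzyme with DMSO and 100% = wells lacking PAFAH2 protein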
PP5 inh – inhibitors of human protein phosphatase 5 (PP5). P53041. purified PP5c, OMFP substrate fluorescence. inhibition, % at 6.7 µM. 320,000 compounds, 0.18% hits;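 active = inhibition above the campaign's mean inhibition across all tested compounds plus 3 SD, cut at about 9.5% in these data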;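 also: 0% = DMSO only and 100% = 100 µM cantharidin control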
Target sequence (P53041 whole entry, looked up): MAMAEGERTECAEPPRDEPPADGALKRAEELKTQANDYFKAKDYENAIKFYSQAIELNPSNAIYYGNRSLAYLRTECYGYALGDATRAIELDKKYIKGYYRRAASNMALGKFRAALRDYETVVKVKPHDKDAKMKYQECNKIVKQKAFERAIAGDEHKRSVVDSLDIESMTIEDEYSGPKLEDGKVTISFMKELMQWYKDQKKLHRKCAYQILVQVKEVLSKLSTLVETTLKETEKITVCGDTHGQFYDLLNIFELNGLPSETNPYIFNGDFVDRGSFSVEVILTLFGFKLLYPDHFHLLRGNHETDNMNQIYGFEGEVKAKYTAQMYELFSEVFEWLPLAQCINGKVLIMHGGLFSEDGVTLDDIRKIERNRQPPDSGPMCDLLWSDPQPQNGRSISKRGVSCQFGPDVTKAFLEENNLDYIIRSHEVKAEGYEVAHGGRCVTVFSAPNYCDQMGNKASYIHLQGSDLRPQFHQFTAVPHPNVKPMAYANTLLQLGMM
TPT1 inh – inhibitors of Candida albicans tRNA 2'-phosphotransferase TPT1; inhibition, % at 5 µM; AID 1962; recombinant caTPT1, FP RNA substrate dephosphorylation; 300,000 compounds, 0.81% hits;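 active = inhibition above the mean of all tested compounds plus 3 SD, set per screening campaign, cut at about 24% in these data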;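 also: plate controls were DMSO alone for no effect and ferristatin control at 100 nM for full effect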
Fh CTSL1 inh – counter-screen for PFM18AAP inhibitors: inhibitors of F. hepatica cathepsin L1. inhibition, % at 5.96 µM. 300,000 compounds, 0.49% hits. recombinant F. hepatica cathepsin L1, Z-Leu-Arg-MCA fluorescence. AID 1906;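 active = inhibition above the mean of all tested compounds plus 3 SD, set per screening campaign, cut at about 17% in these data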;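 also: 0% = plate median of test compound wells and 100% = 1 µM Z-Phe-Ala-diazomethylketone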
AHR act – activates the human aryl hydrocarbon receptor. AHR-responsive luciferase reporter cells, luminescence. activation, % at 5 µM. 320,000 compounds, 2.5% hits; in the data active = activation above about 47%;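 also: 0% = vehicle wells and 100% = reference agonist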
HCV core dimer – blocks dimerization of HCV core protein; TR-FRET GST/Flag-core106 dimerization, 1536-well; inhibition, % at 5 µM; 300,000 compounds, 0.33% hits;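 active = inhibition above the mean of all tested compounds plus 3 SD, set per screening campaign, cut at about 45% in these data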
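System: GST/Flag-tagged HCV core106 proteins. Incubation: compound-protein-antibody incubation 4 h at 22.5 °C. Technique: HTRF with 340 nm excitation, 617/671 nm emission. Medium: KF-containing HEPES buffer, pH 7.45, DTT, CHAPS, BSA. Read-out: inhibition (%) from 671 over 617 nm ratio. Also added: Eu(K)-anti-GST 90 ng/mL plus XL665-anti-Flag 1 µg/mL.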
* hit, by the source's call; x = no result given.

item	structure	PP1 inh	procasp3 activ	procasp7 counter	PAFAH2 inh	PP5 inh
1	O=C1CC2CS(=O)(=O)CC2N1c1ccc(Oc2ccccc2)cc1 (stereo unspecified)	-2	4	6	-5	1.2
2	CC(C)c1ccc(NC(=O)COC(=O)c2cc(=O)[nH]c3ccccc23)cc1	5	10	5	-11	2.7
3	O=c1c2ccccc2nc(-c2ccccc2)n1Cc1ccccc1	0	8	-1	1	1.7
4	CCOC(=O)c1oc2ccccc2c1NC(=O)c1ccc(S(=O)(=O)N2CCCC2)cc1	-2	-1	-1	1	1.0
5	Cc1cccc(NC(=O)Cn2cc([N+](=O)[O-])cn2)n1	-4	0	1	2	-0.1
6	COc1ccc(-n2nc(C(=O)NCC(=O)NCc3ccco3)c3ccccc3c2=O)c(OC)c1	-2	4	-2	6	-0.6
7	COc1c(C(=O)NNC(=O)c2ccccc2)csc1Br	-3	0	-1	-2	0.3
8	O=c1c2ccccc2nc(SCc2nnc(-c3ccccc3Br)o2)n1Cc1ccco1	6	5	6	2	1.5
9	CSCCC(NC(=O)c1ccc([N+](=O)[O-])cc1Cl)C(=O)OCC(=O)NC(=O)CN1CCCC1=O (stereo unspecified)	39*	-1	7	-4	-0.7
10	CCOC(=O)[C@H]1[C@H]2COc3ccc(C)cc3[C@@H]2N2C(=O)c3ccc(F)cc3NC(=O)[C@@]12C	3	-2	8	-9	1.3

item	TPT1 inh	Fh CTSL1 inh	AHR act	HCV core dimer
1	-7	2	5	10
2	x	x	11	x
3	-3	-2	7	-9
4	-2	-1	0	7
5	-5	4	3	3
6	-5	-1	1	0
7	-2	0	23	2
8	0	-1	-1	6
9	-5	-5	-1	-5
10	-3	-4	7	8

Full records as entered above. Order of values: PP1 inh	procasp3 activ	procasp7 counter	PAFAH2 inh	PP5 inh	TPT1 inh	Fh CTSL1 inh	AHR act	HCV core dimer
Shown for CCOC(=O)[C@H]1[C@H]2COc3ccc(C)cc3[C@@H]2N2C(=O)c3ccc(F)cc3NC(=O)[C@@]12C = 3	-2	8	-9	1.3	-3	-4	7	8
Shown for O=c1c2ccccc2nc(SCc2nnc(-c3ccccc3Br)o2)n1Cc1ccco1 = 6	5	6	2	1.5	0	-1	-1	6
Shown for COc1c(C(=O)NNC(=O)c2ccccc2)csc1Br = -3	0	-1	-2	0.3	-2	0	23	2

The list continues:
item	structure	PP1 inh	procasp3 activ	procasp7 counter	PAFAH2 inh	PP5 inh
11	O=C(CSc1nc(-c2ccc(F)cc2)cc(C(F)(F)F)n1)Nc1ccc2c(c1)OCO2	0	0	8	1	-0.7
12	COc1ccc2c(c1O)Cc1ccccc1C2=O	-1	2	8	6	-0.6
13	CN(C)c1cccc(C(=O)Nc2cccc(F)c2)c1	1	-25	0	-1	1.3
14	COc1ccccc1C1CC(c2ccc(Cl)cc2)Nc2ncnn21 (stereo unspecified)	4	0	6	-2	0.3
15	COc1ccc(OC)c(CN2CCN(C(=O)c3cccc4ccccc34)CC2)c1	3	3	11	-3	3.3
16	O=C(Nc1sc2c(c1C(=O)O)CCC2)c1ccco1	3	-11	7	-2	0.8
17	O=C(c1nc2ccc(Cl)cn2c1CN1CCCC(CO)C1)N1CCc2ccccc2C1 (stereo unspecified)	-1	4	12	-6	0.6
18	CCn1cc(C(C)NC(=O)Nc2ccc3c(c2)OCO3)c(C)n1 (stereo unspecified)	1	0	7	0	-1.2
19	COc1ccc(C(=O)NN2C(=O)C3CCC(C)(C2=O)C3(C)C)cc1 (stereo unspecified)	0	2	7	4	-0.2
20	Cc1ccc(CNCCCSc2ncccn2)cc1	7	11	3	0	7.8

item	TPT1 inh	Fh CTSL1 inh	AHR act	HCV core dimer
11	-2	3	6	6
12	-5	0	-5	-5
13	2	2	40	-4
14	0	1	-3	2
15	-6	3	5	2
16	-1	-1	5	7
17	1	-1	3	10
18	4	-2	4	-1
19	-2	-1	0	-3
20	-6	1	3	-14

Later entries.
item	structure	PP1 inh	procasp3 activ	procasp7 counter	PAFAH2 inh	PP5 inh
21	CCCCn1nc2cc(C(=O)NCc3cc(C(F)(F)F)cc(C(F)(F)F)c3)ccc2c1OC	2	4	-1	0	4.9
22	CCOC(=O)C1=C2c3cc(OC)c(OC)cc3CC(C)(C)N2C(=O)C1=O	-2	7	-2	-6	3.6
23	CN(Cc1cccc(C(F)(F)F)c1)C(=O)C1CCC(=O)N(CC2CCCCC2)C1 (stereo unspecified)	2	-2	7	0	2.2
24	CCNC(=O)c1sccc1-n1cccc1	-2	-1	1	2	0.5
25	O=S(=O)(Nc1ccc(S(=O)(=O)N2CCCCC2)cc1)c1ccc(Br)s1	1	-4	5	12	3.4
26	CCN(CC)C(=O)C(=O)Nc1ccc(OC)c(Cl)c1	-4	9	12	2	0.0
27	CCCn1c2c(c(O)c(C(=O)Nc3ccc(OC)cc3)c1=O)CCCC2	-4	-1	-11	-6	0.5
28	CN(Cc1ccccc1)C(=O)Cn1c(=O)oc2cc(S(=O)(=O)NCc3ccccc3)ccc21	2	6	-4	-6	2.0
29	O=C(CSc1nncn1-c1ccccc1F)NC1CC1	x	2	0	3	x
30	Cc1[nH]nc2c1C(c1c[nH]c3ccccc13)C(C#N)=C(N)O2 (stereo unspecified)	-1	19	29*	x	-0.5

item	TPT1 inh	Fh CTSL1 inh	AHR act	HCV core dimer
21	4	6	-9	6
22	-2	0	8	4
23	3	2	1	3
24	2	-4	1	1
25	-4	-3	-1	2
26	-1	-1	8	3
27	-1	2	9	1
28	-1	-1	8	5
29	x	x	0	x
30	0	2	43	-4

Going on with the list.
item	structure	PP1 inh	procasp3 activ	procasp7 counter	PAFAH2 inh	PP5 inh
31	CCOc1ccc(OCCC(=O)N2CCN(S(=O)(=O)c3cccc(F)c3)CC2)cc1	-1	4	-9	-1	-2.3
32	O=C(COC(=O)c1cc2ccccc2cc1O)NCc1ccccc1	x	14	7	5	x
33	COc1ccc(OC)c2c1sc(=NC(=O)c1cccc(N3C(=O)CCC3=O)c1)n2C	1	0	3	-1	6.4
34	CCOC(=O)c1cnc2ccc(OCC)cc2c1N1CCN(C)CC1	-1	4	0	2	-0.6
35	CC(C)C1Oc2ccccc2N(CC(=O)N(C)C2CCCCC2)C1=O (stereo unspecified)	3	0	7	3	-0.3
36	Cc1ccc(-n2nc3c(c2NC(=O)c2c(-c4ccccc4Cl)noc2C)CS(=O)(=O)C3)c(C)c1	4	5	-4	6	3.9
37	COc1ccc(S(=O)(=O)c2c(O)c3ccc(C(=O)Nc4ccc(F)cc4F)cc3[nH]c2=O)cc1	-4	2	2	0	1.4
38	O=C(NC(=S)NCc1cccnc1)c1ccccc1F	1	-10	4	-2	2.0
39	CCOc1ccc(C(=O)Nc2c(C(=O)N3CCC(N4CCCCC4)CC3)oc3ccccc23)cc1	0	2	-1	1	0.3
40	Cc1ccc(-n2c(C)cc(C(=O)COC(=O)c3ccc[nH]c3=O)c2C)cc1	12	-3	4	-1	0.0

item	TPT1 inh	Fh CTSL1 inh	AHR act	HCV core dimer
31	-3	6	0	-5
32	x	x	2	x
33	1	3	70*	7
34	3	-3	11	-2
35	-2	-3	0	-7
36	-2	-3	4	-5
37	-1	2	0	0
38	-4	-3	20	-14
39	-3	-2	-7	2
40	0	0	8	9

Arranged by SMILES length (high to low): part of the list above.
item	structure	PP1 inh	procasp3 activ	procasp7 counter	PAFAH2 inh	PP5 inh
36	Cc1ccc(-n2nc3c(c2NC(=O)c2c(-c4ccccc4Cl)noc2C)CS(=O)(=O)C3)c(C)c1	4	5	-4	6	3.9
39	CCOc1ccc(C(=O)Nc2c(C(=O)N3CCC(N4CCCCC4)CC3)oc3ccccc23)cc1	0	2	-1	1	0.3
33	COc1ccc(OC)c2c1sc(=NC(=O)c1cccc(N3C(=O)CCC3=O)c1)n2C	1	0	3	-1	6.4
34	CCOC(=O)c1cnc2ccc(OCC)cc2c1N1CCN(C)CC1	-1	4	0	2	-0.6

item	TPT1 inh	Fh CTSL1 inh	AHR act	HCV core dimer
36	-2	-3	4	-5
39	-3	-2	-7	2
33	1	3	70*	7
34	3	-3	11	-2

Remaining list, next part
item	structure	PP1 inh	procasp3 activ	procasp7 counter	PAFAH2 inh	PP5 inh
41	CC(=O)n1ccnc1	0	3	-7	-3	0.7
42	CC(C)(C)OC(=O)C[C@H]1C/C=C\C[C@@H](CC(=O)NCCO)C(=O)N[C@H](Cc2ccccc2)COC1=O	x	6	9	8	x
43	O=C(CN1c2cccc3cccc(c23)S1(=O)=O)NCc1ccc(F)cc1	x	5	7	-6	x
44	NS(=O)(=O)c1cccc(NS(=O)(=O)c2ccc(/C=C/C(=O)OCC(=O)c3ccc(Br)cc3)cc2)c1	2	4	8	2	2.9
45	Cc1cc(C(=O)OCC(=O)N2c3ccccc3NC(=O)C2(C)C)c(C)n1-c1ccccc1	1	-3	2	-1	4.1
46	O=C(Cn1cc(C(F)(F)F)cc(Cl)c1=O)Nc1cc(Cl)cc(Cl)c1	-1	-2	6	-12	0.5
47	O=C(O)c1ccc2c(c1)c1c3n2CCNC3CCC1 (stereo unspecified)	0	4	-3	2	1.8
48	Cc1c(NC(=O)N2CCCCCC2)c(=O)n(-c2ccccc2)n1C	0	8	9	3	-0.1
49	COc1ccc(OCC(=O)N2CCc3c([nH]c4ccccc34)C2c2ccccn2)cc1 (stereo unspecified)	-1	7	-2	0	5.5
50	CCOC(=O)c1nc(Nc2ccc(N3CCOCC3)cc2)c2ccccc2n1	0	1	16	6	0.6

item	TPT1 inh	Fh CTSL1 inh	AHR act	HCV core dimer
41	1	-3	-2	7
42	x	x	-1	x
43	x	x	7	x
44	0	-7	1	23
45	1	-3	0	-4
46	-3	1	8	8
47	-5	-3	-1	-5
48	-5	-2	1	-1
49	0	3	14	9
50	2	0	1	-9

(listing goes on)
item	structure	PP1 inh	procasp3 activ	procasp7 counter	PAFAH2 inh	PP5 inh
51	Cc1cccnc1NC(=O)CCc1c[nH]c2ccccc12	-1	0	3	3	0.7
52	COc1ccc(C)cc1NC(=O)CSc1nnc2ccc(-c3ccccn3)nn12	-6	1	-5	-4	0.2
53	CC1CN(C(=O)c2ccc(-c3cccc(C(F)(F)F)c3)o2)CC(C)O1 (stereo unspecified)	0	-3	1	6	0.8
54	COC(=O)c1sc(NC(=O)c2ccc([N+](=O)[O-])o2)c(C#N)c1C	0	-5	-12	-5	3.5
55	CN(C)c1ccc(CN2CCC(C(N)=O)CC2)cc1	-4	-3	0	1	-1.1
56	C/C=C\C(=O)Nc1cccc(C2=NOC3(C2)C[C@H](C(N)=O)N(C(=O)/C=C/CC)C3)c1 (stereo partly specified)	-4	8	10	-1	-1.7
57	NC(=O)CSc1nnc(-c2ccncc2)n1CCc1ccccc1	0	2	4	-5	1.0

item	TPT1 inh	Fh CTSL1 inh	AHR act	HCV core dimer
51	0	-2	9	3
52	1	5	37	-10
53	0	-1	6	1
54	-3	10	7	-5
55	0	11	0	-1
56	-3	-6	-1	-4
57	1	2	0	-7

Screens deposited in PubChem BioAssay by The Scripps Research Institute Molecular Screening Center.
